Source: PubChem (National Center for Advancing Translational Sciences (NCATS))
L3MBTL1 block: blocks human L3MBTL1; AlphaScreen L3MBTL1–H3K9me1 peptide binding; actives 0.66% (n = 230,000); AID 485360; Potency, µM (doses to about 57.1 µM), for inactives: at the top dose activity, negative = inhibition, most hits filed as inhibitors; Q9Y468; note: % is set by controls: 0 for no effect and ±100 for the full control effect; nearly all actives have a fitted effect of over 60% in size
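Displacement of a biotinylated histone H3(1-15) peptide monomethylated at Lys9 (75 nM) from L3MBTL1 (50 nM) was measured by AlphaScreen after a 30 min room-temperature compound incubation; cefsulodin titration served as intraplate control.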
Tau fibril FP: tau fibrillization inhibition (FP). actives 0.39% (n = 280,000). K18 P301L tau heparin fibrillization, Alexa594 FP, 6 h. Potency, µM (highest dose often 57.7 µM), without a hit: top-dose activity, negative = inhibition, most hits filed as inhibitors. P10636; note: % is set by controls: 0 for no effect and ±100 for the full control effect; nearly all actives have a fitted effect of over 55% in size
Target sequence (P10636 561-689 P618L limits assumed): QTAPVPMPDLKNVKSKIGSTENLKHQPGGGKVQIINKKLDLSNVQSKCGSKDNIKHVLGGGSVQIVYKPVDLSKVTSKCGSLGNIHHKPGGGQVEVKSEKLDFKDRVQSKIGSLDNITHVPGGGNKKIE
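Quantitative HTS format: compounds meet 15 uM recombinant K18 P301L tau and Alexa 594-tau tracer in 100 mM sodium acetate pH 7; 20 uM heparin triggers fibrillization at 37 C over 6 hr; FP gives the signal.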
HTT ATP protect: protects HTT-Q103 PC12 cells, measured by ATP. PC12 HTT-Q103 induced, cytoprotection, ATP luminescence, 40 h. Potency, µM (top dose mostly 56.4 µM), for inactives: cytoprotection (ATP increase), usual class: activators. actives 0.14% (n = 230,000);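 note: % of control where 0% means no effect; nearly all actives have a fitted effect of over 45% in size; toxic huntingtin expression switched on by the ecdysone agonist tebufenozide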
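Readout: ATPlite luminescence (ATP level). Model: stable PC12, inducible Htt exon1 Q103-GFP. Inducer: tebufenozide, 100 nM final. Compounds: dose series. No G418 in medium.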
Tau fibril ThT: blocks human tau fibril formation measured by thioflavin T | recombinant tau K18 P301L, heparin-induced fibrillization, ThT fluorescence | Potency, µM (top dose mostly 57.4 µM), without a hit: top-dose activity, negative = inhibition, hits mostly inhibitors | actives 2.1% (n = 270,000) | AID 1460; note: % is set by controls: 0 for no effect and ±100 for the full control effect; nearly all actives have a fitted effect of over 55% in size
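Recombinant human tau K18 fragment […] carrying P301L, 15 uM unlabeled plus 0.24 uM Alexa 594-labeled, was fibrillized with 20 uM heparin in 100 mM sodium acetate pH 7 for 6 hr at 37 C; 30 uM ThT fluorescence read after 1 hr.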
Tau fluor counter: counter-screen for tau fibril formation inhibitors | tau K18 P301L (four-repeat tau fragment) Alexa594 fluorescence, heparin fibrillization | Potency, µM (titrated, usually from 57.7 µM), inactives show at the highest dose activity change, negative = decrease | actives 0.93% (n = 280,000) | AID 1463; note: % is set by controls: 0 for no effect and ±100 for the full control effect; nearly all actives have a fitted effect of over 55% in size
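Human K18 P301L tau (15 uM unlabeled plus 0.24 uM Alexa 594-labeled, final) in 100 mM sodium acetate pH 7 was mixed with compound and 20 uM heparin and incubated 6 hr at 37 C.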
TRb SRC2 PPI: TRbeta-SRC2 interaction inhibition; actives 0.065% (n = 280,000); P10828; Potency, µM (highest dose often 106 µM), for the others: top-dose activity change, negative = inhibition, most hits filed as inhibitors; TRbeta-SRC2 peptide binding, fluorescence polarization; receptor liganded with 1 µM T3;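 note: plate controls were bound peptide for no effect and peptide without receptor for full effect; nearly all actives have a fitted effect of over 50% in size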
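Human TRb ligand-binding domain (0.6 uM) is mixed with 20 nM Texas Red SRC2 peptide and 1 uM T3; after compound addition and 5 hr at ambient temperature, polarization is measured and normalized to unbound and bound controls.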
RECQ1 helicase: blocks DNA unwinding by human RECQ1; RECQ1 DNA unwinding, red fluorescence kinetic read; Potency, µM (titrated, usually from 57.3 µM), inactives show top-dose activity, negative = inhibition, actives largely listed as inhibitors; actives 0.54% (n = 240,000);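 note: plate controls were vehicle for no effect and no enzyme for full effect; nearly all actives have a fitted effect of over 30% in size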
Target sequence (P46063 whole entry, looked up): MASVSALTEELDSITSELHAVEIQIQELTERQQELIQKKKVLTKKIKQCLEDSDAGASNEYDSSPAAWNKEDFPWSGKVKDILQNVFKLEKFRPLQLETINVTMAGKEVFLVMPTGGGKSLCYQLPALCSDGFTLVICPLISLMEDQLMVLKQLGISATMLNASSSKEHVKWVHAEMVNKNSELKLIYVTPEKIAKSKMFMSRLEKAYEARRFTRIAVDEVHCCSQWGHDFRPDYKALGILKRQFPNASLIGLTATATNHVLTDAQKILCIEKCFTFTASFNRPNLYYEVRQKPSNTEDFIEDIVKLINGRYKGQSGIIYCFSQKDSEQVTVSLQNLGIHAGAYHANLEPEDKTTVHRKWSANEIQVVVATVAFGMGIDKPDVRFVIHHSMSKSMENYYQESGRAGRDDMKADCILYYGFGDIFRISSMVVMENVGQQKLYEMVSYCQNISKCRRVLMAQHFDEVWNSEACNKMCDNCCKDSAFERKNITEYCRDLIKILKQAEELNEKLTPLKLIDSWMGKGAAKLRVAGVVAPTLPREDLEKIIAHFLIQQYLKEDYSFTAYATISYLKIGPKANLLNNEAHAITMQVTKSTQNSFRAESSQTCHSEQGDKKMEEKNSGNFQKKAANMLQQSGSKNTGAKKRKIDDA
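RECQ1T1 50 nM; forked duplex (20 bp + 30-nt ss tails) 200 nM, ATP 2 mM final; pH 8.0, 2 mM MgCl2, 2.5 ug/ml poly(dI-dC); 15 min compound preincubation; discontinuous kinetic read over 2 h at RT.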
TexasRed fluor: counter-screen for TRb-SRC2 inhibitors: fluorescence interference; TRb/SRC2 Texas Red total fluorescence interference; Potency, µM (titrated, usually from 106 µM), inactives show at the highest dose fluorescence change, negative = quenching; actives 0.29% (n = 280,000); AID 1479; active = well fitted curve in either direction with a large enough effect; inconclusive = small, poorly fitted or top-dose-only effect; note: % is set by controls: 0 for no effect and ±100 for the full control effect
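Human TRβ ligand-binding domain (0.6 uM) and Texas Red SRC2 peptide (20 nM) in Tris buffer with 1 uM T3 and 5% DMSO were incubated with pinned compound for 5 hr at ambient temperature. Total fluorescence was computed as S + 2P (555/632 nm).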
* = called active by the depositor; i = inactive; ? = inconclusive; / = no result given; [ ] = another dose, or the depositor's remark. Unless noted, calls come from the whole dose curve; as a rule, active = well fitted curve in the direction sought with a large enough effect; inconclusive = small, poorly fitted or top-dose-only effect, or another doubt; inactive = no such curve, though single readings can be large; an effect the other way counts as inactive or inconclusive. Potency is the fitted concentration of half-maximal effect.

SMILES	L3MBTL1 block	Tau fibril FP	HTT ATP protect	Tau fibril ThT	Tau fluor counter	TRb SRC2 PPI	RECQ1 helicase	TexasRed fluor
Cc1onc(-c2c(Cl)cccc2Cl)c1C(=O)N1CCc2ccccc2C1	2%	1%	-5%	-9%	-11%	1%	i	-4%
Cc1nc2c(C(=O)NCc3cccs3)cnn2c(C)c1Cc1ccc(F)cc1	6%	-2%	10%[10 µM]	-10%	-2%	0%	3%	2%
O=C(NCc1ccc(Cl)cc1)C1=Cc2cc(Br)ccc2OC1	/	?	/	19%	-30%	5%	/	-25%
O=C(NCCCn1ccnc1)/C(=C\c1cccs1)NC(=O)c1cccs1	/	-6%	-39%[inhibitor]	-3%	-4%	-2%	-11%	1%
CCCCNC(=O)CC1S/C(=N/N=C/c2ccc(OC)cc2)NC1=O (centres undefined)	/	-8%	-31%[inhibitor]	-2%	-6%	0%	-2%	-3%
Cc1cc([N+](=O)[O-])nn1Cc1ccc(C(=O)N/N=C/c2ccc(F)cc2)cc1	-1%	0%	1%[10 µM]	7%	-1%	3%	11%	-4%
O=C1NC(c2cc(Cl)cc([N+](=O)[O-])c2O)Nc2ccccc21 (centres undefined)	10%	6%	-15%[10 µM]	7.1µM*	-29%	-11%	-18%	-6%
O=C(CSc1nc(-c2ccccc2)no1)N1CCN(c2ccccc2F)CC1	/	9%	/	-17%	-28%	-5%	/	1%
COc1cccc(N2CCN(c3cnc4ccccc4n3)CC2)c1	59%[activator]	9%	-18%	?	?	2%	i	-2%
COc1cc(Cl)cc(C#N)c1OCC(=O)O	/	2%	5%	4%	4%	1%	-10%	1%
O=C(NCc1ccco1)C1CCN(c2ccc(N3CCOCC3)nn2)CC1	-14%	-7%	-12%	-15%	-4%	2%	-10%	0%
C/C(=C\c1ccco1)CN1CCC(N2CCC(C(=O)N3CCOCC3)CC2)CC1	5%	-1%	13%[10 µM]	-10%	-7%	4%	-3%	-1%
O=C(NC(NC1CCS(=O)(=O)C1)C(=O)c1cccs1)c1ccccc1 (centres undefined)	-10%	-3%	9%[10 µM]	-8%	-5%	-5%	-1%	1%
CCc1ccccc1NC(=O)Cn1c(=O)n(CCc2ccccc2)c(=O)c2sc3ccccc3c21	/	-13%	/	6%	-16%	0%	/	1%
CCN(CC)S(=O)(=O)c1ccc(Cl)c(C(=O)NC(C)C(c2cccs2)N2CCCC2)c1 (centres undefined)	-3%	-4%	23%	0%	3%	1%	-14%	-6%
CSc1nc2n(n1)C(c1cccc(F)c1)C(C(=O)Nc1ccc(C)cc1C)=C(C)N2 (centres undefined)	2%	-6%	-5%	-1%	5%	9%	-2%	-2%
COC(=O)c1cc(NC(=O)c2nn(C)c(=O)c3ccccc23)cc(C(=O)OC)c1	6%	5%	8%[10 µM]	1%	-9%	2%	i	1%
Clc1cccc(CN2CCN(Cc3nc(CCc4ccccc4)no3)CC2)c1	4%	8%	2%[10 µM]	-4%	-4%	-6%	-7%	0%
O=C(CN1CCCC1)N1c2ccccc2C=Cc2ccccc21	8%	12%	-13%[10 µM]	5%	11%	3%	-1%	-1%
Brc1ccc2nc(-c3ccncc3)c(NC3CCCC3)n2c1	-10%	-8%	-19%[10 µM]	-16%	-26%	4%	-3%	-5%
COC(=O)c1[nH]c2ccc(C)cc2c1NC(=O)NC1CCCCC1	/	8%	-9%	-16%	-29%	-5%	-4%	0%
O=C(NC1CCCC1)C1CCN(C(=O)c2ccc(-c3ccccc3)cc2)CC1	-8%	-6%	24%[10 µM]	-12%	-9%	10%[53 µM]	i	0%[53 µM]
O=c1c2cnn(-c3ccccc3)c2nc(-c2ccco2)n1-c1ccccc1	-3%[11.4 µM]	3%	-8%	-4%	-8%	-3%	4%	-4%
COc1ccc(C(=O)c2sc(NC(C)C)nc2N)cc1OC	-5%	9%	8%	?	-13%	-1%	i	-5%
COc1ccc(C(=O)NC(=S)NNC(=O)c2c(-c3ccccc3)noc2C)cc1	6%	5%	/	-13%	-10%	-3%	0%	-3%
CCc1cc2cc(C(=O)Nc3ccc(C)cc3)sc2s1	-6%	3%	15%[1.9 µM]	2%	3%	-9%	0%	1%
N#Cc1nc(-c2ccccc2F)oc1NC1CCCCC1	/	2%	-8%	-9%	-27%	6%	-8%	-1%
CCN(CC)c1ccc(C2C(C(=O)OCCOC)=C(C)NC3=C2C(=O)CCC3)cc1 (centres undefined)	-3%	0%	-2%[10 µM]	-19%	-20%	-4%	3%	-3%
O=C(O)CN1C(=O)SC(Nc2ccccc2C(=O)O)C1=O (centres undefined)	/	2%	12%	-11%	6%	-7%	-8%	0%
CC(=O)N1CCN(c2ccc(NCc3ccc(C)s3)cc2)CC1	?	?	1%	?	?	?	-25%	-3%
Cc1ccc2[nH]c(=O)c(CN(Cc3ccco3)C(=O)c3cccs3)cc2c1	1%	4%	4%[10 µM]	-4%	3%	9%	i	-4%
CN(Cc1ccco1)S(=O)(=O)c1nnc(NC(=O)c2cccc(Cl)c2)s1	/	-9%	/	?	-30%	-3%	/	-25%
O=C(Nc1ccc2c(c1)OCCO2)NC1CCCCC1	6%	4%	-28%[10 µM]	2%	-1%	-1%	-8%	1%
Cc1ccccc1OCCn1cc(/C(N)=N/O)c2ccccc21	/	6%	-9%	-15%	?	-1%	-6%	-3%
O=C(O)c1[nH]c2ccc([N+](=O)[O-])cc2c1-c1ccccc1	-7%	6%	19%[10 µM]	?	-13%	-1%	16%	-3%
N/C(=N\OC(=O)COc1ccc2ccccc2c1)c1ccccn1	11%	1%	4%	-10%	-9%	-17%[53 µM]	i	-2%[53 µM]
COCCN1C(=O)C(O)=C(C(C)=O)C1c1ccc(OC)c(OC)c1 (centres undefined)	3%	4%	3%[10 µM]	0%	4%	-5%	-1%	-5%
Cc1nc2sc3c(c2c2nc(-c4ccco4)nn12)CCCC3	-12%[11.4 µM]	-1%	-13%[0.074 µM]	-4%	-1%	0%	-12%	0%
CCC1=C2CC[C@H]3C(=O)N(C)C(=O)[C@H]3[C@H]2[C@@]2(C)C(=O)N(CC(=O)OC)C(=O)N2C1=O	/	1%	-29%	-15%	-8%	-2%	-5%	-1%
Cc1ccc(CN(C)C(=O)CC2C(=O)NCCN2CC2CCCCC2)cc1 (centres undefined)	4%	-4%	-22%	-5%	1%	-1%	i	-2%
COC(=O)Cc1c(C)[nH]n(-c2cc(Cl)cc(Cl)c2)c1=O	/	-10%	-53%[inhibitor]	?	?	1%	0%	-2%
O=C(c1ccc(-n2cccc2)cc1)N1CCOCC1	/	-3%	-8%	-14%	-10%	-2%	-4%	-6%
COc1ccc(-c2nnc(NC(=O)c3cc(Cl)ccc3Cl)o2)cc1	/	-2%	-13%	-9%	-12%	0%	-4%	0%
COc1ccccc1NC(=O)CSc1nnnn1Cc1ccccc1	/	-2%	8%	-13%	-7%	-4%	i	-5%
C=Cc1ccccc1C=C	/	/	-1%	/	/	1%	15%	-1%
CCOC(=O)N1CCN(C(=O)Cc2ccc(C)cc2)CC1	26%[11.4 µM]	2%	18%	-1%	11%	-1%	i	1%
Cc1ccc(CNC(=O)c2c(C)oc3nc(C)nc(N4CCOCC4)c23)cc1	/	-10%	/	4%	-4%	-1%	/	0%
Cc1ncoc1C(=O)N1CCCC(C(=O)c2ccc(Oc3ccccc3)cc2)C1 (centres undefined)	-21%	4%	3%[10 µM]	-15%	-6%	-10%	i	2%
COc1ccc(-n2cc(-c3ccc4c(c3)OCO4)n(CC(=O)Nc3cc(Cl)ccc3C)c2=O)cc1	/	8%	/	-17%	-27%	1%	/	-1%
CCC(C)/C(C)=N/NC(=O)c1ccc(CSc2nc3ccccc3s2)cc1 (centres undefined)	-6%	-5%	/	?	-13%	-2%	-3%	-1%

In a second layout: entries from further up.
Structure | L3MBTL1 block | Tau fibril FP | HTT ATP protect | Tau fibril ThT | Tau fluor counter | TRb SRC2 PPI | RECQ1 helicase | TexasRed fluor
O=C(c1ccc(-n2cccc2)cc1)N1CCOCC1 | / | -3% | -8% | -14% | -10% | -2% | -4% | -6%
COc1ccc(-c2nnc(NC(=O)c3cc(Cl)ccc3Cl)o2)cc1 | / | -2% | -13% | -9% | -12% | 0% | -4% | 0%
COc1ccccc1NC(=O)CSc1nnnn1Cc1ccccc1 | / | -2% | 8% | -13% | -7% | -4% | i | -5%
C=Cc1ccccc1C=C | / | / | -1% | / | / | 1% | 15% | -1%
CCOC(=O)N1CCN(C(=O)Cc2ccc(C)cc2)CC1 | 26%[11.4 µM] | 2% | 18% | -1% | 11% | -1% | i | 1%
Cc1ccc(CNC(=O)c2c(C)oc3nc(C)nc(N4CCOCC4)c23)cc1 | / | -10% | / | 4% | -4% | -1% | / | 0%
Cc1ncoc1C(=O)N1CCCC(C(=O)c2ccc(Oc3ccccc3)cc2)C1 (centres undefined) | -21% | 4% | 3%[10 µM] | -15% | -6% | -10% | i | 2%
COc1ccc(-n2cc(-c3ccc4c(c3)OCO4)n(CC(=O)Nc3cc(Cl)ccc3C)c2=O)cc1 | / | 8% | / | -17% | -27% | 1% | / | -1%
CCC(C)/C(C)=N/NC(=O)c1ccc(CSc2nc3ccccc3s2)cc1 (centres undefined) | -6% | -5% | / | ? | -13% | -2% | -3% | -1%

An excerpt; rates above refer to the full screens.
